Compound activity deposited in PubChem BioAssay by The Scripps Research Institute Molecular Screening Center.
FBW7 act: activators of human E3 ligase FBW7. AlphaScreen FBW7–phospho-cyclin E peptide binding, activator screen. normalized activity (activation), % at 26.1 µM. hit rate 0.13% among 650,000. AID 1259310; in the data active = normalized activity above about 1.9%;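 note: purified mutant Fbw7 with reduced substrate affinity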
Target sequence (Q969H0 whole entry, looked up): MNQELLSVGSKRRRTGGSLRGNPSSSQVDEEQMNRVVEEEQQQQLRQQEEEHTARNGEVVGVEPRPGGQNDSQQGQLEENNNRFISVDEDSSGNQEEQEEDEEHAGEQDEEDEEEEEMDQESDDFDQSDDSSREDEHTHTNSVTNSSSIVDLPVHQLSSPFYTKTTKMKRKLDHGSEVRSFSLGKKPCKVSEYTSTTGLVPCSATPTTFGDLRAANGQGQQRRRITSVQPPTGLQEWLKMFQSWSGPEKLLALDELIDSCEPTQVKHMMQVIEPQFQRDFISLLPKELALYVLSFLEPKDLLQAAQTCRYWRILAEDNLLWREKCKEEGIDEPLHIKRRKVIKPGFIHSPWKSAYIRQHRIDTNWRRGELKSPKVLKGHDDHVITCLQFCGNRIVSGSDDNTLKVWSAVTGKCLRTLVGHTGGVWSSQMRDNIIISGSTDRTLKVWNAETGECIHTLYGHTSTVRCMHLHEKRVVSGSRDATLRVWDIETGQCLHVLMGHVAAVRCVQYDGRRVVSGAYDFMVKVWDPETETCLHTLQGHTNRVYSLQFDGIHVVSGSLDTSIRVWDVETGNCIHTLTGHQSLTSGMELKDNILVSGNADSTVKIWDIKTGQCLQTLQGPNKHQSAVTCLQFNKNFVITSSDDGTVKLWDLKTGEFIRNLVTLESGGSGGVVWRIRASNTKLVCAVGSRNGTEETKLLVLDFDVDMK
MITF inh: human MITF inhibition, primary screen; O75030; AlphaScreen MITF homodimerization, bead proximity signal; inhibition, % at 2.6 µM; hit rate 0.91% among 650,000; in the data active = inhibition above about 50%;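 note: 0% = vehicle wells with protein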
TEAD-YAP block: TEAD-YAP interaction inhibition | HEK-TIYL cells, TEAD-Gal4/YAP UAS-luciferase luminescence | inhibition, % at 9.12 µM | hit rate 1.4% among 640,000 | AID 1259422; in the data active = inhibition above about 32%;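 note: 0% = median of test compound wells and 100% = reference inhibitor wells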
GPR151 activ: human GPR151 activation; PathHunter beta-arrestin GPR151 cells, luminescence; Q8TDV0; hit rate 1% among 650,000; activation, % at 11.2 µM; in the data active = activation above about 4.9%;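 note: 0% = median of compound wells and 100% = cells with positive control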
Target sequence (Q8TDV0 whole entry, looked up): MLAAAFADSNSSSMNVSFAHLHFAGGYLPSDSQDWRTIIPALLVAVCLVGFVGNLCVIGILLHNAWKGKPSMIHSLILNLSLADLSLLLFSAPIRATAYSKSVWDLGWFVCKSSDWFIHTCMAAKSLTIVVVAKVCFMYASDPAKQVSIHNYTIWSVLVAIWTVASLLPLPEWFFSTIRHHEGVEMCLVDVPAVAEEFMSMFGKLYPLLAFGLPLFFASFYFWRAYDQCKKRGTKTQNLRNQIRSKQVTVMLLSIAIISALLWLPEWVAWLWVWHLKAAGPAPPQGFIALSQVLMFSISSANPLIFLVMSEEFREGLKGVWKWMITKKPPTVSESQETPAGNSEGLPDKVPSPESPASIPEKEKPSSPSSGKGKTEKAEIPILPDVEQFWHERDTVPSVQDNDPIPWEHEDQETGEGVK
* hit, by the source's call. This is a random part of the collection, and some 3.4% of all compounds hit somewhere here.

SMILES	FBW7 act	MITF inh	TEAD-YAP block	GPR151 activ
O=C(O)CNC(=O)/C=C/c1c(Cl)cccc1Cl	0.1	10.0	8.7	1.3
Cc1cc(N2CCOCC2)nc2ccc(N)cc12	0.1	16.2	-61.6	-1.2
Cc1ccsc1/C=C1\SC(=N)N(c2ccc(F)cc2)C1=O	-0.2	-8.4	-14.0	22.6*
CCOC(=O)CSc1nc2ccsc2c(=O)n1Cc1ccccc1Cl	0.0	14.3	8.0	-2.3
CCCCSc1nc(N)c2c3c(sc2n1)CC(C(C)(C)C)CC3 (configuration not stated)	0.1	5.9	-5.3	0.8
CCN1C(=O)c2cccc3c(S(=O)(=O)NC(CCSC)C(=O)O)ccc1c23 (configuration not stated)	0.2	-4.8	11.7	0.1
CC(C)(Oc1ccc(Cl)cc1)C(=O)NCC1CCCO1 (configuration not stated)	0.0	0.1	1.7	-0.4
CC1=CC(=O)C(C(C)C)=C/C1=N\OC(=O)c1ccccc1	0.1	10.3	-5.1	-0.7
CCC(C)(C)C(=O)Nc1ccc([N+](=O)[O-])cc1C	0.2	9.6	9.9	-0.2
CCC(C(=O)Nc1cc(C(=O)O)ccc1C)c1ccccc1 (configuration not stated)	-0.2	2.9	-0.3	-0.2
CC(C)CCC1(C)NC(=O)N(CC(=O)Nc2ccc(F)c(F)c2)C1=O (configuration not stated)	0.4	15.9	8.0	-0.6
c1ccc(OCCNc2nc(Nc3cccnc3)nc3c2ncn3-c2ccccc2)cc1	-0.1	-3.6	10.9	2.2
CCOc1ccc(N2C(=O)CSC23C(=O)Nc2ccccc23)cc1 (configuration not stated)	0.1	6.2	-2.4	-1.0
Cc1ccc2nc(SCC(=O)N3CCc4ccccc43)[nH]c2c1	-0.2	15.6	3.3	2.1
COc1ccc(Cl)cc1NC(=O)Nc1nnc(N2CCCCCC2)s1	0.5	18.8	-1.6	0.1
O=C(Nc1cccc(Br)c1)C1CC(=O)N(c2ccc(F)cc2)C1 (configuration not stated)	0.0	12.4	4.7	-0.1
CCOC(=O)c1c(NC(=O)c2cc(Cl)ccc2OC)sc(C(C)=O)c1C	0.0	11.1	-4.4	0.6
CCSc1ccccc1C(=O)Nc1cccc(-c2nc3ccccc3o2)c1	0.0	-7.5	-3.8	-2.1
O=C(C1Cc2ccccc2CN1S(=O)(=O)c1cccs1)N1CCCCC1 (configuration not stated)	0.0	9.9	4.0	0.3
O=C(CC(NCc1ccco1)C(=O)O)NCc1ccco1 (configuration not stated)	-0.2	2.3	-4.7	-2.8
COc1cccc2cc(NC(=O)c3ccc(C)c(C)c3)c(=O)oc12	0.2	7.9	-22.0	-1.5
C[C@@H](Cn1nc(-c2cccs2)oc1=O)NC(=O)CCc1ccccc1	0.0	1.2	-4.0	1.3
COCCNc1nc2c(C)cccn2c(=O)c1/C=C1\SC(=S)N(CC(C)C)C1=O	0.0	6.3	4.6	1.3
Cc1ccc(CNC(=O)c2ccc(CNC(=O)c3cccc(Br)c3)cc2)cc1	0.5	-4.1	3.1	0.1
CC(C)n1cnc2c(Nc3ccc(N4CCOCC4)cc3)nc(-c3ccc(N4CCOCC4)nc3)nc21	0.2	22.4	18.1	-1.3
COc1ccc(C(=O)Nc2ccccc2N2C(=O)c3ccccc3C2=O)cc1	0.4	9.4	-112.8	-9.6
CCOC(=O)c1sc(NC(=O)c2sc3nc[nH]c(=O)c3c2C)nc1C	-0.1	-3.0	-12.5	0.2
CCOc1ccc(/C=C(/NC(=O)c2ccc(C)cc2)C(=O)NCCO)cc1	1.0	9.9	1.9	0.5
Cc1ccc(CN(Cc2cccnc2)C(=S)Nc2cc(Cl)ccc2C)cc1	-0.3	5.4	14.8	-0.6
CN1CCN(c2nc3ccccc3n3c2nc2ccccc23)CC1	0.2	7.0	-7.2	-1.0

Reformatted as a markdown table: part of the list above.
| SMILES | FBW7 act | MITF inh | TEAD-YAP block | GPR151 activ |
| --- | --- | --- | --- | --- |
| COCCNc1nc2c(C)cccn2c(=O)c1/C=C1\SC(=S)N(CC(C)C)C1=O | 0.0 | 6.3 | 4.6 | 1.3 |
| Cc1ccc(CNC(=O)c2ccc(CNC(=O)c3cccc(Br)c3)cc2)cc1 | 0.5 | -4.1 | 3.1 | 0.1 |
| CC(C)n1cnc2c(Nc3ccc(N4CCOCC4)cc3)nc(-c3ccc(N4CCOCC4)nc3)nc21 | 0.2 | 22.4 | 18.1 | -1.3 |

Going on with the list.
SMILES	FBW7 act	MITF inh	TEAD-YAP block	GPR151 activ
COCCN(Cc1ccco1)C(=O)c1noc2c1COc1ccc(C)cc1-2	-0.1	12.7	-2.0	-0.7
Cc1ccc(S(=O)(=O)NCC(=O)OCc2cc(Cl)cc3c2OCOC3)cc1	-0.2	-0.6	-4.7	1.5
CCCNC(=S)NCCNc1nc2cc3c(cc2cc1C#N)OCO3	0.2	-13.2	-5.1	0.3
CCOCCCNC(=O)c1cc2c(=O)n(C)c3ccccc3c2n1C	-0.1	14.3	6.7	-0.2
COc1ccc(C(=O)NC2CCN(CC(=O)Nc3cccc(C)c3)CC2)cc1OC	0.2	15.7	8.8	-3.0
CCOC(=O)c1ccc(NCc2ccccc2OC)c([N+](=O)[O-])c1	-0.2	6.2	-14.2	-0.6
COc1ccc(C(=O)NC(=S)Nc2ccccc2O)cc1	-0.1	-9.6	-31.3	6.8*
O=C(O)C(CCCCN1C(=O)C2C3C=CC(C3)C2C1=O)N1C(=O)C2C3C=CC(C3)C2C1=O (configuration not stated)	0.1	-1.1	10.7	-0.5
CCN1CCN(C(=O)c2cn(C)c3ccc(S(=O)(=O)N4CCOCC4)cc3c2=O)CC1	0.0	-11.7	-1.2	-0.3
CS(=O)(=O)c1cnc2ncnn2c1C1CCCN(C(=O)c2ccno2)C1 (configuration not stated)	0.5	4.9	5.5	-0.1
CCOc1ccc(-n2c(SCC3OCCO3)nc3c(sc(=S)n3-c3ccc(CC)cc3)c2=O)cc1	0.4	-3.5	-0.3	-1.3
Cc1ccc(C(=O)Oc2ccc(C=O)cc2)cc1[N+](=O)[O-]	0.0	4.5	4.3	0.7
CCOc1ccccc1Nc1ncnc2c1c(-c1ccccc1)cn2-c1ccc(Cl)cc1	-0.1	-6.1	-16.7	1.2
O=C(COc1ccc(Br)cc1Br)Nc1ncc(S(=O)(=O)c2ccc([N+](=O)[O-])cc2)s1	-0.1	2.2	4.0	-0.5
C(=C\c1nc(-c2ccccc2)no1)/c1ccccc1	0.0	-10.3	-52.0	-0.3
COc1ccc([N+](=O)[O-])cc1NC(=O)c1sc2ncnc(N3CCN(c4ccccc4OC)CC3)c2c1C	0.0	-3.2	-0.8	-1.5
Cc1ccc(Nc2nc3nonc3n3cnnc23)c(C)c1	0.0	5.8	2.4	0.2
CSc1ncc(Cl)c(C(=O)Nc2sc3c(c2C(N)=O)CCCC3)n1	0.8	23.6	-11.5	-0.8
O=C(NCc1cccnc1)c1cccc(NCCCN2CCCC2=O)c1	0.0	4.6	6.9	3.6
Cc1nn(-c2ccccc2)c2sc(C(=O)Nc3ccccc3)cc12	0.4	1.1	3.6	0.1
CCOC(=O)c1ccc(NC(=O)CN2C(=O)CSC(C)C2=O)cc1 (configuration not stated)	0.4	16.3	16.3	-1.3
CCN1CCN(S(=O)(=O)CCN2C(=O)c3ccccc3C2=O)CC1	-0.1	1.9	2.7	-1.4
O=C1N2CN(Cc3ccccc3)CN3C(=O)N4CN(Cc5ccccc5)CN1C4C23 (configuration not stated)	0.0	-3.6	-3.7	-0.9
Cc1cccc(N(C)S(=O)(=O)c2cccc3cccnc23)c1	0.0	-3.0	2.6	-0.2
CC(C)(C)NC(=O)c1ccc(C(C)(C)C)cc1	-0.1	-9.0	-14.2	-0.8
COc1ccc(OC)c(/C=C2\N=C(c3cc(Br)ccc3OC)OC2=O)c1	0.0	-8.8	-5.5	1.1
NS(=O)(=O)c1ccc(NC(=S)N2CCOCC2)cc1	0.7	12.1	1.0	-2.3
CCOC(=O)C(=O)NNc1ccccc1Br	-0.1	-4.6	0.2	-0.2
NC(=O)c1ccccc1NC(=O)c1cccc2c(Br)cccc12	0.1	7.0	-18.0	-0.7
Cc1ccc(C(=O)/C=C\Nc2ccc(S(=O)(=O)Nc3onc(C)c3C)cc2)cc1	-0.2	1.3	-18.9	1.3
Cc1nc(CN2CCOCC2)cc(=O)[nH]1	-0.1	-6.3	10.3	0.8
COc1ccccc1-n1c(SCC(=O)NCCC(C)C)nc2c(sc(=S)n2-c2ccc(C)c(C)c2)c1=O	-0.1	-8.2	1.7	2.2
CCCCNC(=O)c1cccc2c1C(=O)N(c1ccc(OC)cc1)C2	0.8	16.1	-5.0	1.1
CCOC(=O)CC(=O)CSc1nc2cc(C(=O)OC)ccc2c(=O)n1CCC1=CCCCC1	0.1	14.7	1.1	0.4
CCOc1ccc(S(=O)(=O)NCCc2csc(-c3ccc(Cl)cc3)n2)cc1	-0.1	-4.8	18.5	0.3
Nc1c(Cl)cc(N2C(=O)c3ccccc3C2=O)cc1Cl	-0.1	-5.2	-1.6	1.1
CCC(C)OC(=O)C1=C(C)NC2=C(C(=O)CCC2)C1c1ccc(OC)c(O)c1 (configuration not stated)	0.6	18.7	1.1	1.7
CC(C)c1ccc(N2C(=O)NC(=O)/C(=C/c3ccc(O)c([N+](=O)[O-])c3)C2=O)cc1	0.5	3.0	6.2	-1.2
CCOc1ccc(C2C3=C(CCCC3=O)OC3=C2C(=O)CCC3)cc1	-0.6	6.2	8.9	0.4
CCOC(=O)C(NC(=O)c1ccc(N2CC3CC(C2)c2cccc(=O)n2C3)c(NC(=O)c2ccc(Br)o2)c1)C(=O)OCC (configuration not stated)	0.5	4.3	0.9	-2.1
COc1ccc(/C=N/N=C2\NC(=O)C(CC(=O)Nc3ccccc3)S2)cc1OC (configuration not stated)	-0.1	10.3	1.6	0.0
CCc1c(C(=O)NNC(=O)Nc2ccccc2C(=O)OC)csc1C	0.0	13.6	16.4	0.5
O=C(c1cccc2c1NC(c1ccc([N+](=O)[O-])cc1)C1CC=CC21)N1CCOCC1 (configuration not stated)	0.0	3.3	2.5	0.9
CCOC(=O)C1CCN(CCC(=O)Nc2ccccc2)CC1	0.2	0.7	4.7	1.0
O=C(Nc1nc2ccccc2s1)c1cc(-c2ccccc2)nc2ccccc12	0.3	10.4	7.2	1.1
COc1cccc(OCC(=O)Nc2cccnc2)c1	0.5	8.1	-36.4	-0.4
CCOC(=O)c1[nH]c(C)c(C(=O)OC(C)C(C)=O)c1C (configuration not stated)	0.0	-12.9	-15.7	-1.5
CN(C)C(=O)CCc1nc(-c2ccc(Cl)cc2)no1	0.1	-6.1	-47.0	7.2*
NC(=O)c1ccc2cnn(-c3ccc([N+](=O)[O-])cc3)c2c1	0.1	8.9	-49.4	-3.5
COc1ccc(N2CCN(S(=O)(=O)c3ccc(C)cc3)CC2)c([N+](=O)[O-])c1	-0.1	-0.7	-2.1	-1.2
COc1ccccc1C1C2=C(CC(C)(C)CC2=O)Nc2nc(SC)nn21 (configuration not stated)	0.2	13.8	11.0	-1.9
COCCNc1ncnc2c1c(-c1ccccc1)cn2-c1cccc(C(F)(F)F)c1	1.3	19.6	-8.1	-1.1
CCOC(=O)C1CCCN(C2CCC(=O)N(Cc3cccc(Cl)c3)CC2)C1 (configuration not stated)	-0.1	-2.3	-3.1	0.6
COCCNS(=O)(=O)c1cc2c(cc1C)N(C)CCO2	0.1	-5.8	-5.7	1.6
COc1ccccc1NC(=O)CN1CCC(O)(c2ccc3c(c2)OCO3)CC1	-0.1	3.0	-6.9	-0.5
O=C(Nc1ccc2oc(-c3ccccc3F)cc(=O)c2c1)c1ccccc1F	-0.1	1.7	-48.1	-0.8
Cc1ccc(NC(=O)CC2CCC2)cc1C	-0.1	-5.0	-17.4	2.0
O=C(Nc1ccc(F)c(Cl)c1)Nc1nnc(C(F)(F)F)s1	0.2	15.1	4.9	-0.5
O=C(Nc1ccc(N2CCOCC2)c(Cl)c1)c1cc(F)c(F)cc1Cl	0.0	-0.9	-15.0	-1.0
CCOC(=O)C1=C(CC)NC2=C(C(=O)CC(C)(C)C2)C1c1ccc(OC)cc1 (configuration not stated)	0.7	13.0	15.5	-1.2

Profiles, quoted from the list. Order of values: FBW7 act	MITF inh	TEAD-YAP block	GPR151 activ
Cc1ccc(NC(=O)CC2CCC2)cc1C is entered as -0.1	-5.0	-17.4	2.0
COCCNS(=O)(=O)c1cc2c(cc1C)N(C)CCO2 is entered as 0.1	-5.8	-5.7	1.6

New compounds follow.
SMILES	FBW7 act	MITF inh	TEAD-YAP block	GPR151 activ
Cc1cccc[n+]1CC(=O)c1ccccc1	0.0	-0.7	-12.5	3.0
CC1=NN(C(=O)c2csc3c2CCCC3)C(O)(C(F)(F)F)C1 (configuration not stated)	0.1	4.3	-16.5	2.0
O=C1NC(=S)N/C1=C/c1ccccc1I	0.0	-4.8	-7.0	-1.1
Cc1csc(NC(=O)CCCC(=O)O)n1	-0.2	-0.7	-9.9	-1.0
NC(=O)CC(NC(=O)OCc1ccccc1)C(=O)Nc1ccccc1 (configuration not stated)	0.0	-6.2	-0.5	1.9
O=C(N/N=C\c1ccc[nH]1)c1cccc(Br)c1	-0.1	0.1	-34.8	-0.5
Cc1sc2nc(C3CC3)nc(SCC(=O)Nc3ccc4c(c3)OCCO4)c2c1C	0.3	-12.8	7.0	-0.9
CCOc1cc(C=O)cc(Cl)c1OC(=O)c1cccs1	0.1	19.6	0.9	-0.7
CCn1c(=O)cc(SCC(=O)NCCCN(C)Cc2ccccc2)c2ccccc21	-0.1	-10.0	9.0	0.8
CCOc1ccc(NC(=O)c2ccc(F)c(S(=O)(=O)N3CCCCC3CC)c2)cc1 (configuration not stated)	0.0	1.3	14.7	0.2
